# Screens from PubChem.
# TbPYK inhibitor: inhibitors of Trypanosoma brucei pyruvate kinase; Q57TT1; hit rate 0.12% among 410,000; Potency, µM (titrated, usually from 76.8 µM), for the others: top-dose activity, negative = inhibition, most hits filed as inhibitors; AID 624173; TbPYK enzyme, Kinase-Glo Plus ATP luminescence, 45 min; also: potency is read from the fitted curve at half-maximal effect; % is scaled to controls: 0 for no effect and ±100 for the full control effect; nearly all actives have a fitted effect of over 50% in size
#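 Glycolytic pyruvate kinase of T. brucei was incubated with substrate, test compound and 130 uM ADP for 45 minutes at room temperature. Luminescent Kinase-Glo Plus signal was measured after 10 minutes.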
# Pf growth 96h: P. falciparum growth inhibition at 96 hour, primary screen for plastid delayed-death inhibitors. Potency, µM (series often up to 28.7 µM), for inactives: top-dose activity change, negative = inhibition, hits mostly inhibitors. AID 504834. P. falciparum luciferase reporter growth, 96 h. hit rate 6.9% among 320,000; also: potency is read from the fitted curve at half-maximal effect; % is scaled to controls: 0 for no effect and ±100 for the full control effect
#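 P. falciparum expressing integrated firefly luciferase grown in erythrocytes (2% hematocrit, 0.05% parasitemia final) with compounds for 96 hours at 37 C, 5% CO2. Growth inhibition read as loss of luminescence after adding luciferase detection reagent.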
# Pf growth 48h: P. falciparum growth inhibition at 48 hours (one generation) | P. falciparum luciferase growth in erythrocytes, 48 h | Potency, µM (titrated, usually from 28.7 µM), inactives show top-dose activity change, negative = inhibition, usual class: inhibitors | hit rate 5.9% among 310,000; also: potency is read from the fitted curve at half-maximal effect; % is scaled to controls: 0 for no effect and ±100 for the full control effect
#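 Firefly luciferase activity from engineered P. falciparum reports growth; inhibitors lower the luminescent signal. Cultures contained 2% hematocrit erythrocytes at 0.1% final parasitemia.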
# AMA1-RON2 inh: disrupts binding of P. falciparum AMA1 to RON2 | Potency, µM (top dose mostly 58.2 µM), without a hit: top-dose activity change, negative = inhibition, actives largely listed as inhibitors | hit rate 0.2% among 360,000 | AlphaScreen AMA1-biotinylated RON2 peptide binding;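 also: potency is read from the fitted curve at half-maximal effect; 0% = vehicle wells and -100% = peptide control; nearly all actives have a fitted effect of over 45% in size; some results filed as inactive show a strong effect at the top dose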
#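 AMA1 (3D7) with his tag at 25 nM final met compounds first, then biotinylated RON2 peptide at 25 nM; detection used donor plus acceptor beads, 10 µg/mL apiece, read by AlphaScreen after 30 min at room temperature.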
# LmPK inhibitor: inhibitors of Leishmania mexicana pyruvate kinase. purified LmPK, Kinase-Glo ATP luminescence, 1 h. hit rate 0.37% among 290,000. Potency, µM (doses to about 57.5 µM), for the others: at the top dose activity change, negative = inhibition, usual class: inhibitors. AID 1721; also: potency is read from the fitted curve at half-maximal effect; % is scaled to controls: 0 for no effect and ±100 for the full control effect
# Target sequence (Q27686 whole entry, looked up): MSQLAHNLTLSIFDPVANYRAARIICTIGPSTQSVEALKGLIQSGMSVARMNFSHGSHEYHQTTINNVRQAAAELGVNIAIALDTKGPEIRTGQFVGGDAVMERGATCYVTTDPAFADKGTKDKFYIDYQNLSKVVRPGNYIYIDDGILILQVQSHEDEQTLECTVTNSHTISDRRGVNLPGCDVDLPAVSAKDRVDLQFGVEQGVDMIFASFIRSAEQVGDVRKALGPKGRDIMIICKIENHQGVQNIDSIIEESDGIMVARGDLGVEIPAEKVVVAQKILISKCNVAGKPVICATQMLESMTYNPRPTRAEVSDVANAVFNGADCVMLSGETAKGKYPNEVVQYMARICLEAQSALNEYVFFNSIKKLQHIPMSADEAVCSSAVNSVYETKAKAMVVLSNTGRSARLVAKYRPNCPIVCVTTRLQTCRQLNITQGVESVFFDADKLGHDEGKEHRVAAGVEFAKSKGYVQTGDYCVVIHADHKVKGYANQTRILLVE
#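 Screened at intermediate enzyme activity to detect both inhibitors and activators: LmPK at 0.1 nM, with a 0.5 nM enzyme column as activation reference. PEP 0.5 mM, ADP 0.1 mM; ATP detected by luminescence after 1 h.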
# CHX counter: counter-screen hit for Shiga toxin inhibitors, cycloheximide. cell reporter, cycloheximide protein synthesis inhibition counterscreen. max response, %. hit rate 12% among 300,000; in the data active = max response mostly above about 13%, no sharp cut-off; inactive = mostly below about 14%; also: read at 38.3 µM for the half of the compounds with a filed dose; 0% is about no effect
# Shiga inhibitor: blocks Shiga toxin action in Vero cells | Vero cells, Shiga toxin protein synthesis inhibition reporter | inhibition, % at 38.7 µM | hit rate 9.2% among 290,000 | AID 2315; in the data active = inhibition mostly above about 28%, no sharp cut-off; inactive = mostly below about 43%; also: 0% is about no effect
# Starred values were filed as active, the others as inactive; u = inconclusive; x = no result given; [ ] = remark or other dose. Unless noted, calls follow the shape of the dose curve; as a rule, active = well fitted curve in the direction sought with a large enough effect; inconclusive = small, poorly fitted or top-dose-only effect, or another doubt; inactive = no such curve, though single readings can be large; an effect the other way counts as inactive or inconclusive. Hits appear at their usual frequency. Share with any hit: about 21%.
smiles	Pf growth 96h	Shiga inhibitor	AMA1-RON2 inh	TbPYK inhibitor	CHX counter	LmPK inhibitor	Pf growth 48h
N#C/C(=C\c1cccnc1)C(=O)Nc1ccc(Cl)cc1	-0.1%	12.5	0.4%	2.6%	6.1	5.6%	-7.0%
C=CCn1c(O)c(N=NC(=S)Nc2cccc(C)c2)c2ccccc21	-22.9%	32.0	-29.7%	0.8%	4.5	2.6%	1.85µM*
Cc1nc(-c2nc(-c3c(C(=O)NNC(=O)Nc4cccc(Cl)c4)noc3C)cs2)cs1	17.3%	16.1	85.4%[activator]	0.0%	-0.6	0.9%	6.7%
Cc1csc(NC(=O)CSc2nnc(-c3ccoc3C)o2)n1	134.3%[activator]	69.8*	50.6%[activator]	0.4%	41.0*	2.5%	-8.5%
CCn1cc(CN2CCN(Cc3ccsc3)C(CCO)C2)cn1 (centres undefined)	15.0%	-6.3	1.0%	-4.2%	-3.1	-0.3%	13.5%
Cc1cc(/C=C2/C(=N)N3C(=NC2=O)SN=C3S(C)(=O)=O)c(C)n1-c1ccccc1	-23.9%	98.0*	14.0%	-8.7%	28.8*	-13.9%	u
CCOC(=O)c1cccc(N2C(=O)Nc3ccccc3N2O)c1	36.6%[activator]	-6.9	-25.7%	0.6%	-2.1	-0.9%	12.9%
Cc1ccc(NC(=O)COc2ccccc2C#N)cc1S(=O)(=O)N1CCCCCC1	8.28µM*	x	1.3%	-0.5%	x	x	u
Cc1ccc(S(=O)(=O)NNC(=O)c2ccc(F)cc2)cc1	-16.6%	-4.8	5.4%	-5.3%	-2.7	4.2%	0.8%
NC(=O)C(c1ccc(Sc2ccccc2)nn1)c1ccc(Cl)cc1Cl (centres undefined)	x	-17.0	0.0%	-5.7%	-2.7	0.0%	-6.3%
COc1ccc(Cl)cc1NC(=O)c1cc(-c2ccccc2)on1	u	x	-0.9%	-0.5%	-1.0	6.6%	73.3%[activator]
COC(=O)c1cccc(NC(=O)C2COc3ccccc3O2)c1 (centres undefined)	x	66.0*	6.8%	-0.9%	32.9*	-11.5%	146.8%[activator]
CC(=O)c1cccc(NC(=O)CNC(=O)Cc2ccccc2)c1	2.1%	-8.0	11.8%	-3.5%	-1.5	-1.7%	-7.0%
CC1CCCCC1Nc1ncnc2sccc12 (centres undefined)	-1.2%	-2.5	10.0%	1.7%	-1.5	-3.2%	-9.9%
C#CCOCCOCCOCCNc1nc(N2CCOCC2)nc(N2CCN(C(=O)[C@H]([C@@H](C)CC)n3cc(CCCN=C(N)N)nn3)CC2)n1	u	-10.8	-3.3%	-4.4%	-4.3	-2.2%	7.4%
COc1ccc(-n2c(Cc3cccn3C)nnc2SCC(=O)Nc2cccc(NC(C)=O)c2)cc1	0.0%	-3.2	35.9%[activator]	2.1%	-3.1	3.7%	-24.9%
O=c1ccc2ccc(O[C@@H]3O[C@H](CO)[C@@H](O)[C@H](O)[C@H]3O)c(O)c2o1	36.2%[activator]	x	-0.3%	1.4%	x	x	27.5%
CCCCCC(=O)NC(=S)Nc1ccc(Br)cc1C	28.9%	13.1	10.0%	-6.8%	-1.4	3.6%	6.0%
CCCOc1ccc(-c2nc(N3CCN(CC)CC3)c3ccccc3n2)cc1	11.7µM*	10.2	-1.0%	-12.8%	14.1	1.4%	10.4µM*
COc1ccccc1C(=O)NC(CCSC)C(=O)NNC(=O)c1csc(N2CCOCC2)n1 (centres undefined)	9.5%	-15.3	132.6%[activator]	-2.4%	-1.3	-4.0%	0.7%
CC(C)(O)c1[nH]c2ccc(C(F)(F)F)cc2c1C(C)(C)O	27.7%	19.7	7.3%	-0.5%	7.9*	4.0%	0.0%
Cc1ccc(S(=O)(=O)Cn2nnnc2C(C(C)C)N2CCSCC2)cc1 (centres undefined)	u	-9.9	1.3%	-1.5%	3.1	-0.4%	-9.9%
CCCN(CCC)CC(=O)NCC1(c2ccccc2)CCOCC1	-12.7%	-5.7	-5.5%	-2.7%	-2.2	-3.8%	-25.2%
CC(Cc1ccccc1)N/C=C1\CC(=O)NC1=O (centres undefined)	u	-6.0	11.5%	3.4%	1.2	-1.5%	3.8%
Cc1ccc(C(=O)N/C(=C/c2ccco2)C(=O)N2CCOCC2)cc1	16.2%	-9.6	3.5%	-2.5%	-3.7	1.8%	30.0%[activator]
O=C1CCC(=O)N1OCCOc1ccc(Cl)c2ccccc12	9.2%	13.1	2.7%	-0.8%	15.7	2.2%	1.9%
Cc1cc(C)c(C)c(S(=O)(=O)N2CCCN(C)CC2)c1C	-5.2%	-10.8	4.1%	3.3%	-8.8	-0.9%	8.6%
N#C/C(=C\c1cn(CCOc2ccccc2F)c2ccccc12)C(=O)NCc1cccs1	26.4%	-3.5	1.4%	-10.4%	-1.1	2.9%	-7.2%
Cc1cc(Br)ccc1OCC(=O)N(Cc1nc(-c2ccccc2)no1)C(C)C	0.3%	1.4	2.6%	-2.9%	0.7	3.3%	u
O=C(CN1CCCCC1)Nc1ccc(C(F)(F)F)cc1Cl	52.3%[activator]	3.1	-12.2%	12.0%	13.3	-0.9%	-3.5%
CCN1C(=O)/C(=C\c2ccco2)C(C(=O)OC)=C1C	-2.5%	-14.2	-20.3%	-7.0%	-4.1	5.9%	u
Cc1cccc(-c2nc(CC(=O)Nc3cccc(S(=O)(=O)NC4=NCCC4)c3)cs2)c1	u	x	6.2%	-2.3%	x	x	17.2%
CC(CNC(=O)C(C)(C)C)NC(=O)C(C)(C)C (centres undefined)	36.7%[activator]	-2.4	-3.7%	-0.7%	-4.1	-3.8%	-2.4%
COc1ccc(/C=C(\NC(=O)c2cccs2)C(=O)NC(C)(C)C)cc1OC	0.0%	-7.3	16.3%	-22.1%	-1.1	1.7%	19.5%
O=C(c1ccc(Cl)cc1)n1cnc2ccccc21	u	-4.0	-2.1%	7.4%	-2.2	-1.5%	17.2%
CC1CCCN(CCCNC(=O)CN2C(=O)COc3ccc(S(=O)(=O)N4CCOCC4)cc32)C1 (centres undefined)	u	-5.1	11.9%	-1.8%	-6.3	-3.8%	16.0%
COc1ccc2oc(=O)c(/C(C)=N/Nc3nc(-c4cc(C)ccc4C)cs3)cc2c1	u	-2.4	30.9%[activator]	-15.8%	2.1	-1.8%	13.4%
CS(=O)(=O)c1sc2nc(-c3cccs3)cc(-c3ccccc3)c2c1N	73.4%[activator]	-9.9	3.0%	u	-2.9	-10.8%	u
O=C(NCCCN1CCCC1=O)[C@H](CSCc1ccccc1)N1Cc2ccccc2C1=O	7.4%	-1.5	0.0%	1.0%	-0.9	-3.0%	1.4%
O=C(NCc1ccc(Cl)cc1)C1CCC(CNc2c(N3CCCC3)c(=O)c2=O)CC1 (centres undefined)	u	-1.1	13.0%	9.0%	3.5	0.5%	u
Nc1n[nH]c(C2CC2)c1N=Nc1ccc(Cl)c(Cl)c1	30.1%[activator]	51.4*	-19.8%	5.6%	21.6	2.4%	41.7%[activator]
COc1ccc(CCNC(=O)C2CCN(C(=O)c3cccc(Cl)c3)CC2)cc1OC	72.9%[activator]	x	-10.4%	3.5%	-1.8	-3.4%	u
Cc1ccc(OC(=O)c2oc3ccc(F)cc3c2C)c(C)c1	95.8%[activator]	45.7	46.6%[activator]	-8.9%	34.6*	-5.0%	-3.8%
CCC1CCCCN1CC(=O)Nc1cc(C)nn1-c1nc(C)cc(C)n1 (centres undefined)	0.2%	-8.1	-0.6%	-4.4%	-2.3	3.1%	5.22µM*
CC(=O)Nc1ccc(N2CCN(c3ccc(C(F)(F)F)cn3)CC2)nc1	-20.3%	-1.4	-3.0%	1.8%	-1.9	3.4%	-29.5%
O=C(COC(=O)c1n[nH]c2ccccc12)Nc1ccccc1	296.8%[activator]	56.9*	-7.0%	7.8%	38.9*	-4.5%	133.6%[activator]
CSCCC(NC(=O)COc1ccccc1)C(=O)Nc1ccc(C)cc1 (centres undefined)	32.3%[activator]	13.7	10.1%	2.1%	4.1	1.9%	4.0%
O=c1[nH]c(=O)n(-c2ccc(Cl)cc2)c(O)c1C=NCCN1CCCCC1	-24.1%	-1.9	13.4%	-0.4%	-5.5	1.3%	19.2%
O=C(O)c1ccccc1CSc1nc2ccccc2s1	58.7%[activator]	70.7*	5.1%	-29.4%	34.0*	-1.2%	46.1%[activator]
CCc1ccc(N2CC(C(=O)Nc3ccc4c(c3)OCCO4)CC2=O)cc1 (centres undefined)	39.4%[activator]	81.9*	-1.1%	2.0%	30.6*	6.9%	55.1%[activator]
CCCSC(=S)NC1CCS(=O)(=O)C1 (centres undefined)	u	-25.6	u	0.0%	-3.5	1.8%	u
CCC(=O)NC(=S)Nc1cc(C(=O)O)ccc1OC	-0.5%	8.9	0.0%	-7.1%	-1.4	1.1%	-2.4%
CCC(C)NC(=O)CC1Oc2ccc(Cl)cc2NC1=O (centres undefined)	10.4µM*	-7.9	4.3%	-11.1%	-7.6	1.7%	x
NCCCC[C@@H](C(=O)N1CCNCC1)n1cc(CN)nn1	51.4%[activator]	x	2.6%	-2.3%	x	x	14.2%
CC(C)(C)c1csc(N(CCC#N)CCC#N)n1	u	-23.0	-3.6%	-0.6%	-0.9	-5.2%	x
COc1ccc(-c2cc(C(F)(F)F)n3ncc(C(=O)N4CCc5ccccc5C4)c3n2)cc1	25.0%	-5.0	20.1%	1.8%	-0.4	5.4%	9.28µM*

# Quoted at random: six records from the list
smiles	Pf growth 96h	Shiga inhibitor	AMA1-RON2 inh	TbPYK inhibitor	CHX counter	LmPK inhibitor	Pf growth 48h
O=c1[nH]c(=O)n(-c2ccc(Cl)cc2)c(O)c1C=NCCN1CCCCC1	-24.1%	-1.9	13.4%	-0.4%	-5.5	1.3%	19.2%
NCCCC[C@@H](C(=O)N1CCNCC1)n1cc(CN)nn1	51.4%[activator]	x	2.6%	-2.3%	x	x	14.2%
CCC1CCCCN1CC(=O)Nc1cc(C)nn1-c1nc(C)cc(C)n1 (centres undefined)	0.2%	-8.1	-0.6%	-4.4%	-2.3	3.1%	5.22µM*
CCCSC(=S)NC1CCS(=O)(=O)C1 (centres undefined)	u	-25.6	u	0.0%	-3.5	1.8%	u
CCc1ccc(N2CC(C(=O)Nc3ccc4c(c3)OCCO4)CC2=O)cc1 (centres undefined)	39.4%[activator]	81.9*	-1.1%	2.0%	30.6*	6.9%	55.1%[activator]
O=C(COC(=O)c1n[nH]c2ccccc12)Nc1ccccc1	296.8%[activator]	56.9*	-7.0%	7.8%	38.9*	-4.5%	133.6%[activator]
